Screening data as filed in PubChem BioAssay.
KCNQ2 inh = KCNQ2 potassium channel inhibitors, primary screen, cell-based, CHO-K1, FluxOR thallium flux, B-score (AID 2156) | 20 min; active compounds read low | B-score at 10 µM | hit rate 1.1% among 310,000;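 active = fluorescence ratio B-score at most minus 3 library SDs, with starting brightness B-score within 2 library SDs, cut at about -5.5 in these data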
Target sequence (O88943 whole entry, looked up): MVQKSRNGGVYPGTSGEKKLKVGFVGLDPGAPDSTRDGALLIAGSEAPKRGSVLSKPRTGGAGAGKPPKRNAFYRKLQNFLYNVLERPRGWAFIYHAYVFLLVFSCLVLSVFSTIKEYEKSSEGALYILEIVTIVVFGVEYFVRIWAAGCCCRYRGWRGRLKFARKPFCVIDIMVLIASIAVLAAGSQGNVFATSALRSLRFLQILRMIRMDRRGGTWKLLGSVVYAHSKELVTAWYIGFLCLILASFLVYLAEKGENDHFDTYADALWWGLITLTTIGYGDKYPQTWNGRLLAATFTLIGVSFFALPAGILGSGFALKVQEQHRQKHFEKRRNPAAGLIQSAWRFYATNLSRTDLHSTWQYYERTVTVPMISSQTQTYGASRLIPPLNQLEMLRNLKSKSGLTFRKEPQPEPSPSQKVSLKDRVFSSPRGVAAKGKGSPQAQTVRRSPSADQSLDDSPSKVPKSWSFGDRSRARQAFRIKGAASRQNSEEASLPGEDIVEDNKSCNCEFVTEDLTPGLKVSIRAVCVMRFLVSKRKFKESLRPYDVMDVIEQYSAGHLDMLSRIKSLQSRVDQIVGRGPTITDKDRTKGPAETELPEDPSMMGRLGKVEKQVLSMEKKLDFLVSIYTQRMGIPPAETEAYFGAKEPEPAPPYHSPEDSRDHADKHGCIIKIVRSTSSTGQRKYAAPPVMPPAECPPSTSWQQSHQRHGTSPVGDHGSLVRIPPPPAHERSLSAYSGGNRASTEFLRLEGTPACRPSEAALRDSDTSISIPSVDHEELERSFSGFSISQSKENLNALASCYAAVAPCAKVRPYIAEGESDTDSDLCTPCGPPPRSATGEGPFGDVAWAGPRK
Kir21 block = inhibitors of mouse Kir2.1 inward-rectifier potassium channel. HEK293-Kir2.1, FluxOR thallium flux fluorescence; active compounds read low. B-score at 10 µM. hit rate 0.85% among 310,000. Inward rectifier potassium channel 2 (Mus musculus), P35561;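 active = fluorescence ratio B-score at or below minus 3 SD of library scores, with starting-brightness B-score within 2 SD, cut at about -4.2 in these data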;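 note: channel flux triggered by added potassium and thallium sulfate stimulus; B-score of peak minus minimum fluorescence over baseline after thallium stimulus; more negative B-score means stronger Kir2.1 block with less thallium influx; some compounds called inactive have numbers as strong as hits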
Starred values were filed as active, the others as inactive; i = inactive.

KCNQ2 inh | Kir21 block | SMILES
i | 1.6 | Cc1[nH]c(=O)[nH]c(=O)c1S(=O)(=O)N1CCCC(C(=O)NCCC2=CCCCC2)C1 (stereo not given)
i | 0.3 | O=C(CN(Cc1cccs1)C(=O)CN1C(=O)COc2ccccc21)NCc1ccco1
i | -1.3 | CC(C)(C)NCCOCCOc1ccccc1-c1ccccc1
i | -14* | CC(NCCC(Cc1ccccc1)c1ccco1)c1ccccc1 (stereo not given)
i | 0.09 | Cc1nn(C(C)C(=O)NCCCN2CCCCCC2)c(=O)c2cc3sccc3n12 (stereo not given)
i | -0.47 | C=CCN1C(=O)/C(=C\c2ccc(C)cc2)N=C1SCC(=O)NCCC
i | -2 | O=C1c2ccccc2NC(c2ccccc2O)N1O (stereo not given)
i | 0.55 | COc1ccc(-c2cc(C(F)(F)F)n3nc(C(=O)N4CCOCC4)c(Cl)c3n2)cc1
i | -0.18 | Cc1ccccc1-n1nnnc1SC(C)C(=O)Nc1ccc(N2CCN(C)CC2)cc1 (stereo not given)
i | 0.54 | CCOc1ccc(N(CC(=O)Nc2c(C)n(C)n(-c3ccccc3)c2=O)S(=O)(=O)c2ccc(F)cc2)cc1
i | -0.2 | CCCOc1ccc(/C=N/NC(=O)c2ccc(Cn3cc([N+](=O)[O-])cn3)o2)cc1
i | 0.79 | N#C/C(=C(/O)COc1ccccc1)c1nnc2n1CCCCC2
i | -1.6 | CCCCn1c(SCC(=O)c2cc(OC)ccc2OC)nc2cc(S(N)(=O)=O)ccc21
i | -9.3* | CC(C)(C)c1ccccc1OCCOCCNCc1ccccc1
i | 0.12 | COc1ccc(C2C3=C(CCCC3=O)Nc3nc(SCc4ccc(C(=O)O)cc4)nn32)cc1OC (stereo not given)
i | 0.74 | O=C(NNC(=S)NC(=O)c1ccccc1[N+](=O)[O-])c1ccccc1
i | -2.5 | Cc1ccc(-c2nc(C(=O)NCCCN(C)C)cc3c2[nH]c2ccccc23)cc1
i | -0.67 | O=C(C[N+]1(CC#Cc2ccccc2)CCOCC1)c1ccccc1
i | -0.24 | Fc1cccc(C2NC(=S)NC3=C2N2CCC3CC2)c1 (stereo not given)
i | -0.69 | COC(=O)c1cccc(NC(=O)c2ccc[n+]([O-])c2)c1
i | 0.35 | CCOc1ccc(OCCC(=O)N(CC)CC(=O)Nc2ccccc2C(F)(F)F)cc1
i | 0.44 | Cc1ccc(C(=O)c2c(NC(=O)c3cccnc3)sc3c2CCCC3)cc1
i | -1.8 | O=C(c1ccco1)N1CCN(S(=O)(=O)c2ccc(Br)s2)CC1
i | -0.09 | Cc1cc(N2CCC(C(=O)NC3CC3)CC2)nc(-c2ccccc2)n1
i | -0.58 | O=C(CSCc1c(F)cccc1Cl)NCC1CCCO1 (stereo not given)

(further entries)
KCNQ2 inh | Kir21 block | SMILES
i | -0.37 | Cc1ccnc(NC(=O)Cc2ccc(-c3ccccc3)cc2)c1
i | 0.66 | O=C(O)/C=C/C(=O)Nc1nc(-c2ccc3ccccc3c2)cs1
i | 0.43 | COc1ccc(S(=O)(=O)NCCc2ccncc2)cc1
i | 2.6 | O=C(CCN1C(=O)c2ccccc2C1=O)NCc1ccccc1
i | 0.55 | CN(C)c1ccc2nsnc2c1[N+](=O)[O-]
i | -0.34 | O=C(c1cccc(Br)c1)c1cn(-c2ccccc2)nc1C(=O)c1ccccc1
i | -0.17 | Cc1ncc(CO)c(/C=N/NC(=S)Nc2ccc(F)cc2)c1O
i | -0.97 | Cc1ccc(NC(=O)c2cc(S(=O)(=O)NCCC3=CCCCC3)ccc2F)cc1
i | 0.78 | C/C(=N\NC(=O)Cc1c(F)cccc1Cl)c1cccnc1
i | 0.05 | CCC(=O)c1ccccc1OCCN1CCN(CC)CC1
i | 0.2 | Cc1c(C(=O)N/N=C/C(C)C)[nH]c2c([N+](=O)[O-])cccc12
i | 0.16 | CC(C)OCCCn1c(SCC(=O)N2CCc3ccccc32)nc2ccccc2c1=O
i | 0.41 | CC1Cc2ccccc2N1C(=O)CSc1nn2c(=O)c(C(C)(C)C)nnc2s1 (stereo not given)
i | 1.2 | COc1ccccc1N1CCN(C(=O)c2nn(C)c3c2CS(=O)(=O)c2ccccc2-3)CC1
i | 0.31 | COc1ccc(-c2ccc(SCC(=O)NC3CCCCC3)nn2)cc1OC
i | -0.23 | CCOc1ccc(/C(O)=C2/C(=O)C(=O)N(CC3CCCO3)C2c2cccs2)cc1 (stereo not given)
i | -0.89 | CN(C)c1ccc(C(CNC(=O)COc2ccc(Cl)cc2)N2CCCC2)cc1 (stereo not given)
i | 0 | CN(C)c1ccc(C=Nc2ccc(N(C)C)cc2)cc1
i | 1 | COc1cc(Cl)cc(C=O)c1OCC(=O)O
i | 0.4 | COc1ccccc1-c1nnc(NC(=O)c2ccc(S(=O)(=O)N3CCCC3)cc2)o1
i | -1 | COC(=O)c1c(NC(=O)C(C)(C)C)sc2c1C(C(=O)OC)CC2 (stereo not given)
i | 0.68 | CCOC(=O)c1c(/N=C/C2C(=O)CC(C)(C)CC2=O)sc2c1CCCC2
i | 0.68 | CNC(=O)Cn1nc(-c2ccc(Cl)cc2)c2ccccc2c1=O
i | 0.27 | c1ccc(CNc2ncnc3c2cnn3-c2ccccc2)cc1
i | 1.7 | O=C(Nc1ccccc1N1CCCC1)c1ccccc1F

(listing goes on)
KCNQ2 inh | Kir21 block | SMILES
i | -1.8 | Cc1ccc(NNC(=O)c2cc(C(C)(C)C)nn2Cc2ccccc2)cc1
i | 0.7 | Cc1cc(C)c(C#N)c(SC(F)F)n1
i | -0.44 | CCOc1ccc(CN(C)C(=O)c2cccnc2SC)cc1OC
i | -1 | O=[N+]([O-])c1cccc(NC(=S)Nc2nc(-c3ccc(Cl)cc3Cl)cs2)c1
i | 0.28 | CC(C)CC(=O)N1CCN(Cc2ccc3ccccc3c2)CC1
i | -0.5 | COC(=O)c1sc2ccccc2c1NC(=O)c1ccc(S(=O)(=O)N2CCCCC2)cc1
i | 1.7 | COc1ccc(C(=O)Nc2nncs2)cc1S(=O)(=O)N1CC(c2ccccc2)CC1=O (stereo not given)
i | -0.03 | CC(C)CNC(=O)c1c(F)c(F)c(F)c(F)c1F
i | -1 | COc1ccc(Nc2ncccc2C(=O)NCc2ccccc2)cc1
i | 0.05 | COc1ccc(NC(=O)CN(C)C(=O)c2cc(-c3ccncc3)nc3ccccc23)cc1
i | 0.11 | O=C(CCN1CCN(C/C=C/c2ccccc2)CC1)Nc1ccccc1F
i | -4.8 | COc1ccc(NC(=O)c2cc(S(=O)(=O)N3CCCC3)cn2C)cc1Cl
i | 1.3 | CC(C)(C)C(=O)COC(=O)c1ccc2c(c1)C(=O)N(Cc1ccco1)C2=O
i | 0.01 | COc1ccc(NC(=O)CN(C)C(=O)/C=C/c2cn(Cc3ccccc3)nc2-c2cccnc2)cc1
i | 0.16 | COc1ccc2cc(C3CC(c4cccs4)=NN3C(C)=O)c(Cl)nc2c1 (stereo not given)
i | -0.97 | C=CCNC(=S)NNC(=O)c1cccn(Cc2ccc(Cl)cc2Cl)c1=O
i | -1.4 | Cn1ncc2c(Nc3cccc4ccccc34)ncnc21
i | -1.7 | Cc1nn(-c2ccccc2)c(C)c1N
i | 2 | Cc1ccc(-c2ccccc2NC(=O)CCl)o1
i | -2.1 | O=C1OC(/C(=C\Nc2cc(Cl)ccc2O)[N+](=O)[O-])c2ccccc21 (stereo not given)
i | 0.53 | CN=c1scc(-c2ccco2)n1/N=C/c1ccc(O)c(O)c1
i | 0.08 | COc1ccc(-c2csc3nc(-c4cccnc4)nc(Cl)c23)cc1OC
i | 0.66 | O=C(CCCc1ccccc1)Nc1ccccn1
i | -0.13 | Cc1ccc(S(=O)(=O)NC2CC3CCC2C3)cc1 (stereo not given)
i | -2.1 | COc1ccc(CCC(=O)N2CCCC(Nc3ccc(C)c(C)c3)C2)cc1OC (stereo not given)

Three structures from above, ordered by heavy-atom count, lowest first.
KCNQ2 inh | Kir21 block | SMILES
i | -0.13 | Cc1ccc(S(=O)(=O)NC2CC3CCC2C3)cc1 (stereo not given)
i | 1.3 | CC(C)(C)C(=O)COC(=O)c1ccc2c(c1)C(=O)N(Cc1ccco1)C2=O
i | -2.1 | COc1ccc(CCC(=O)N2CCCC(Nc3ccc(C)c(C)c3)C2)cc1OC (stereo not given)

A second format for some results above.
structure	KCNQ2 inh	Kir21 block
O=[N+]([O-])c1cccc(NC(=S)Nc2nc(-c3ccc(Cl)cc3Cl)cs2)c1	i	-1
CC(C)CC(=O)N1CCN(Cc2ccc3ccccc3c2)CC1	i	0.28
COC(=O)c1sc2ccccc2c1NC(=O)c1ccc(S(=O)(=O)N2CCCCC2)cc1	i	-0.5
COc1ccc(C(=O)Nc2nncs2)cc1S(=O)(=O)N1CC(c2ccccc2)CC1=O (stereo not given)	i	1.7
CC(C)CNC(=O)c1c(F)c(F)c(F)c(F)c1F	i	-0.03

Additional compounds.
KCNQ2 inh | Kir21 block | SMILES
i | -1.2 | O=C(COn1nnc2ccc(S(=O)(=O)N3CCOCC3)cc21)Nc1c(F)c(F)c(F)c(F)c1F
i | 0.16 | CCS(=O)(=O)Nc1ccc(C2=NN(C(=O)c3ccco3)C(c3ccc(C)cc3)C2)cc1 (stereo not given)
i | 0.8 | COc1ccc(C(=O)OCC(=O)NC(C)CCc2ccccc2)cc1 (stereo not given)
i | 0.76 | COc1ccc(NS(=O)(=O)c2cc(C)ccc2NC(=O)c2cc(C)oc2C)cc1
i | -0.16 | c1ccc(SCc2nc3ccccc3[nH]2)cc1
i | 0.03 | CNC(=O)COC(=O)c1cc(SC)ccc1Cl
i | 0.83 | CCc1nnc(NC(=O)CN2CCN(Cc3ccccc3C)CC2)s1
i | -0.69 | CC(=O)Nc1ccc(S(=O)(=O)N2CCN(c3ccc([N+](=O)[O-])cc3)CC2)cc1
i | 0.02 | COc1ccc(S(=O)(=O)N2CCN(Cc3ccc4c(c3)OCO4)CC2)c2ccccc12
i | 0.26 | CC(NC(=O)Nc1ccccc1C(F)(F)F)C1CCCO1 (stereo not given)
i | -0.18 | COc1ccccc1NC(=S)N(CCN(C)C)C(C)c1ccncc1 (stereo not given)
i | -1.2 | COc1ccc(C2/C=C\CN(C(=O)NC34CC5CC(CC(C5)C3)C4)CC(=O)N2Cc2ccc(F)cc2)cc1 (stereo not given)
i | -0.95 | CC(=O)c1ccc(NC(=O)CN2CCC(C(=O)c3ccc(F)cc3)CC2)cc1
i | -1.2 | CCC(c1ccccc1)c1nc(-c2cccnc2)no1 (stereo not given)
i | -0.01 | CCCC(=O)NC(=S)Nc1cccc(Cl)c1N1CCCCC1
i | -2.3 | CCc1ccccc1NC(=O)C1=CC(c2cccs2)=NS(=O)(=O)N1C
i | 1 | O=C(c1ccco1)N1CCN(Cc2nnc(-c3ccccc3)o2)CC1
i | 0 | CCC(=O)Nc1sc(C(=O)Nc2ccccc2)c(C)c1C(=O)OC
i | -0.11 | Cc1noc(C)c1S(=O)(=O)N1CCN(c2ccc(Cl)cc2)CC1
i | 0.06 | c1ccc2c(c1)nc(NCC1CCCO1)c1nnnn12 (stereo not given)
i | -0.14 | O=C(OCc1nnc(-c2ccccc2)o1)c1ccc(S(=O)(=O)NCc2ccco2)cc1
i | -6.2e-16 | Cc1cccc(NC(=S)N2CCC(N(C)CC3CCCO3)CC2)c1 (stereo not given)
i | 1.2 | CCC(=O)NC(O)C(=O)c1ccc(C)cc1 (stereo not given)
i | -0.9 | COc1ccc2nc(SCC(=O)NC(C)C)[nH]c2c1
i | -0.65 | CC1CN(C(=O)c2ccccc2Oc2ccccc2)CC(C)O1 (stereo not given)

The listing continues.
KCNQ2 inh | Kir21 block | SMILES
i | -0.78 | Cc1cccc(OCC(=O)NCC(=O)N/N=C/c2ccc(O)cc2O)c1
i | -0.25 | Cc1ccc2c(C)c(C(=O)N(Cc3ccccc3)C3CCS(=O)(=O)C3)oc2c1 (stereo not given)
i | 1.8 | O=C(NCC(=O)N(c1cccnc1)C(C(=O)NC1CCCC1)c1cccs1)c1cccs1 (stereo not given)
i | 1.6 | Cc1cc(C)nc(NS(=O)(=O)c2ccc(NC(=O)c3ccc(N4C(=O)CCC4=O)cc3)cc2)n1
i | -2.1 | NCCCC[C@@H](C(=O)N1CCNCC1)n1cc([C@@H](N)CO)nn1
i | 1.4 | Cc1c(NC(=O)C(C)OC(=O)CC2Sc3ccccc3NC2=O)c(=O)n(-c2ccccc2)n1C (stereo not given)
i | 0.33 | CC(C)NC(=O)[C@H](CSCc1ccccc1)N1Cc2ccccc2C1=O
-7.7* | 0.8 | COc1cccc(-c2cc3nc4c(c(NCC(C)(C)CN(C)C)n3n2)CCCC4)c1
i | -0.27 | NC(=O)CN(C/C=C/c1ccccc1)C/C=C/c1ccccc1
i | -0.98 | O=C(CNC(=O)c1cccs1)Nc1ccncc1
i | -0.2 | Nc1cccc(/C=C/c2ccncc2)c1
i | 0.78 | CCOC(=O)N1CCC(NC(=O)c2cc(C(=O)NCc3cccc(Cl)c3)ccc2CO)CC1
i | 1.5 | Cn1c(C(=O)OC(C(=O)NCC2CCCO2)c2cccnc2)cc2sccc21 (stereo not given)
i | 0.01 | Cc1ccc(C(=O)C2C(c3ccc(-c4ccccc4[N+](=O)[O-])o3)NC(=O)NC2(O)C(F)(F)F)cc1 (stereo not given)
i | 0.19 | Cc1ccc(C(=O)C(OC(=O)COc2ccccc2C)c2ccccc2)cc1 (stereo not given)
i | -0.97 | CCOC(=O)c1ccc(NC(=O)C2=C(C)Nc3nc(CCCO)nn3C2c2cccc(C)c2)cc1 (stereo not given)
i | 1.8 | Cc1cccc(OCC(=O)N2CCN(C(=O)Cc3ccccc3)CC2)c1
i | 1.4 | CCn1c(=O)cc(OCC(=O)NCCc2ccc(OC)c(OC)c2)c2ccccc21

Outcome played no part in choosing rows (roughly 1.8% active in at least one column).
